Screens from PubChem.
hiPSC survival = enhancers of human iPSC single-cell survival. hiPSC single-cell survival, ATPlite luminescence; 100% = ROCK inhibitor wells, 0% = DMSO. survival enhancement, % at 20 µM. hit rate 0.044% among 360,000. AID 602274; in the data active = survival enhancement above about 18%;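 also: cells exposed to compounds for 16 hours before the ATP read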
Glyco luc inh = N-linked glycosylation inhibition; AID 588692; hit rate 0.23% among 360,000; reporter increase, % at 12.5 µM; D54 ERlucT glycosylation luciferase reporter, 24 h; percent of 100 nM tunicamycin response;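 active = mean luciferase reporter signal, scaled so untreated is 0 and the glycosylation-blocking control 100, at or above a set limit in every replicate; inconclusive = mean reaches the limit but not every replicate does; inactive = mean below the limit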;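 also: luciferase carries N-glycosylation sites so blocking glycosylation raises the light; 0% = median of neutral control wells and 100% = median of 100 nM tunicamycin wells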
PDI inh = blocks human protein disulfide isomerase activity; P07237; PDI insulin aggregation turbidity, A650, 90 min; inhibition, % at 10 µM; hit rate 0.052% among 350,000;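 active = mean inhibition across replicates of 30% or more, whatever share of single replicates reach that level; inconclusive = mean inhibition below 30% while every single replicate reaches 30%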;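 also: absorbance from insulin aggregation driven by PDI reduction with DTT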
Target sequence (P07237 whole entry, looked up): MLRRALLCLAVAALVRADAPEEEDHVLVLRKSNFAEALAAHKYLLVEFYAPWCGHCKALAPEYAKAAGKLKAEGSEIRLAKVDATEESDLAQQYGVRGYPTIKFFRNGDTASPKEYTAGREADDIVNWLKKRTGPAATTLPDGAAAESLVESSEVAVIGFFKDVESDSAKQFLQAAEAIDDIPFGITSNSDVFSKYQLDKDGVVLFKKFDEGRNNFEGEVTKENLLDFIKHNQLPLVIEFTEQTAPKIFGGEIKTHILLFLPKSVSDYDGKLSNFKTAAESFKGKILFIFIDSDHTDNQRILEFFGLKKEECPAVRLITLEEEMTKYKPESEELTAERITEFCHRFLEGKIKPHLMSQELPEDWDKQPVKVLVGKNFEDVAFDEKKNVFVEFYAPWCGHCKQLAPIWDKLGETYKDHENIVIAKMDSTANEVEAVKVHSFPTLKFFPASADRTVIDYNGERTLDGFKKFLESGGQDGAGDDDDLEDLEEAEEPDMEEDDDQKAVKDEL
ABCB6 inh MLPCN = inhibitors of human ABC transporter ABCB6; Q9NP58; K562-ABCB6 porphyrin accumulation, flow cytometry, 1 h; hits give low values; fluorescence ratio to DMSO, % at 10 µM; hit rate 0.19% among 360,000;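 active = fluorescence ratio to DMSO below 75%, the collection mean minus 3 SD; inconclusive = too few cells collected in the well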;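 also: signal is porphyrin accumulated inside mitochondria; 100% equals median channel fluorescence of DMSO control wells; lower ratio means ABCB6 inhibition with less porphyrin fluorescence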
Vif inh = HIV Vif inhibition | HEK293T cells, Vif self-association by quenched fluorescence, imaging, 24 h | inhibition, % at 7.49 µM | hit rate 0.35% among 340,000; in the data active = inhibition above about 50%, passing the limit was not always enough; inconclusive = no clear call, values can overlap the other calls; inactive = below about 31%; also: some results filed as inactive read as strong as hits
Exocytosis inh = blocks lytic granule exocytosis. inhibition, % at 10 µM. hit rate 0.66% among 360,000. TALL-104 LAMP-1 surface exposure, flow cytometry; cells stimulated with thapsigargin and PMA;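 active = inhibition above about 55%, limit read from the data; inconclusive = no clear call, values can overlap the other calls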
aDG glyco up = alpha-DG glycosylation activation. hit rate 0.22% among 360,000. Pro5-aDG cells, alpha-DG glycosylation AlphaScreen (IIH6); 0% Pro5, 100% B10-LARGE cell signal. AID 624168. activation, % at 10 µM;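 active = activation of at least 8% versus controls, or a plate z-score of at least 8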;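 also: Pro5 are CHO cells carrying HIG-tagged alpha-DG that lacks glycosylation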
H9c2 protect = modulators protecting cardiomyocytes from myocardial damage; H9c2 cardiomyocytes, H2O2 injury protection, ATPLite, 2 h; protection from H2O2 cell death, % at 20 µM; hit rate 0.63% among 360,000; AID 588492;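 active = compounds giving at least 50% protection of heart cells from peroxide-induced death in the single-dose screen, raw or plate-pattern-corrected value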;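 also: 0% = DMSO wells with peroxide and 100% = DMSO wells without peroxide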
HTR2A ag = activates the mouse 5-HT2A serotonin receptor; P35363; CHO-K1 mHTR2A beta-arrestin complementation, luminescence; percent of 30 µM serotonin response; activation, % at 7.6 µM; hit rate 0.66% among 360,000; AID 624169;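 active = activation above a run cutoff, the mean activation of all tested compounds plus 3 SD, cut at about 14% in these data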;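 also: 0% = plate median of compound wells and 100% = 30 µM serotonin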
Target sequence (P35363 whole entry, looked up): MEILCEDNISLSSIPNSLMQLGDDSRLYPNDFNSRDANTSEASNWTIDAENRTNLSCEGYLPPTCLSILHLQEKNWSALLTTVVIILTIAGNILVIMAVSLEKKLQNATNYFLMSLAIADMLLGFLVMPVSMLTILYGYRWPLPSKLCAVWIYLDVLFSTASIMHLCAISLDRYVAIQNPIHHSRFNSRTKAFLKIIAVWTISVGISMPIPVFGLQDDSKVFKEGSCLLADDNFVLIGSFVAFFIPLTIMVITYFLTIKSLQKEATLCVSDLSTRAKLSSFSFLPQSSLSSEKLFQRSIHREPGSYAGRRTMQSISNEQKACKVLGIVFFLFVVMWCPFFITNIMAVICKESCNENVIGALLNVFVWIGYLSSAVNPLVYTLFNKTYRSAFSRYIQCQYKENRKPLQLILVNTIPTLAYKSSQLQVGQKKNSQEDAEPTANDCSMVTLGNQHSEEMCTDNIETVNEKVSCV
CaV13 FRET inh = Disruptors of the CACNA1D IQ motif to Ca2+-dependent inactivation inhibitor domain association, primary screening, Förster resonance energy transfer in intact living …. HEK cells, CFP/YFP FRET ICDI-IQ, plate reader, 10 min; percent FRET-ratio fall versus neutral wells. inhibition, % at 12.3 µM. hit rate 0.098% among 340,000;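 active = mean replicate inhibition of at least 30% and at least 1% of replicates passing that level; inconclusive = only one of the two criteria is met; inactive = neither criterion is met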;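 also: 0% = median of the neutral control wells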
Active calls of the source: *; u = inconclusive; x = not tested or not shown.

SMILES | hiPSC survival | Glyco luc inh | PDI inh | ABCB6 inh MLPCN | Vif inh | Exocytosis inh | aDG glyco up | H9c2 protect | HTR2A ag | CaV13 FRET inh
COc1ccc(NC(=O)c2oc3ccccc3c2CSC)cc1S(=O)(=O)N1CCOCC1 | 0.4 | -1 | 3 | 91 | 6 | -1 | -0.2 | 0 | -2 | -7
O=C(Nc1ccc(Cl)cc1)Nc1ccc(Oc2cccnc2)nc1 | 0.7 | -1 | -5 | 101 | 0 | -1 | 0.2 | -5 | -2 | -5
O=Cc1ccccc1Oc1ccccc1 | -1.1 | 1 | -8 | 97 | -5 | 14 | -0.2 | -17 | -4 | -6
Cc1cc(NC(=O)Nc2cc(F)ccc2C)n(C)n1 | -0.6 | 2 | -12 | 98 | -1 | 2 | 0.1 | -1 | -2 | x
Cc1ccc(C(=O)Nc2ccc(Cl)cn2)cc1 | -1.8 | -11 | -4 | 99 | -3 | -2 | -0.1 | -12 | -2 | -9
CCN(CC(=O)Nc1ccc2c(c1)OCCO2)C(=O)CC(NC(C)=O)c1ccccc1 (stereo not given) | 1.1 | 0 | 11 | 102 | -1 | 1 | -0.1 | 2 | 18* | -7
COc1cc(/C=N/Nc2nc(C)cc(=O)[nH]2)ccc1O | 0.1 | 2 | 1 | 98 | 13 | -6 | 0.0 | -5 | -9 | -19
CCC(CO)NCc1ccc(-c2ccccc2)cc1 (stereo not given) | -1.4 | -2 | 1 | 104 | -18 | -7 | 0.1 | 18 | -4 | -2
CN(C)S(=O)(=O)c1ccc(C(=O)OCC(=O)NC(=O)NC2CCCC2)cc1 | -0.3 | 3 | -2 | 97 | -1 | -1 | 0.0 | 3 | 3 | -6
COc1ccc2oc(C(=O)Nc3ccc(S(=O)(=O)N(C)C4CCN(C)CC4)cc3)c(C)c2c1 | -0.2 | -3 | -3 | 95 | 0 | 1 | 3.8 | -23 | -7 | x
CN1C(=S)SC(C)(NO)C1(C)C (stereo not given) | 2.3 | 3 | -12 | 100 | 6 | -3 | -0.3 | 4 | 7 | -9
COc1ccc(/C=N/NC(=O)c2cccnc2)cc1CN1CCc2cc(OC)c(OC)cc2C1C (stereo not given) | -0.2 | -3 | 5 | 91 | 23 | -5 | -0.1 | 29 | -2 | 5
OCC[C@H]1C[C@@H](O)[C@H](O)[C@]2(CCc3ccccc3O2)O1 | -0.3 | 0 | 4 | 98 | 8 | -2 | 0.0 | 10 | -4 | -6
Cc1cc(C)nc(Nc2n[nH]c(-c3cccc4ccccc34)n2)n1 | 3.0 | 5 | 6 | 96 | x | 1 | 0.4 | 15 | 8 | -2
CSc1ccc(Cl)c(C(=O)NCCOc2ccccc2)c1 | 0.4 | -2 | 3 | 98 | 7 | -4 | 0.0 | -13 | 4 | -6
CCOC(=O)C1CCCN(S(=O)(=O)CCNC(=O)c2cccc(OC)c2)C1 (stereo not given) | 0.3 | 3 | -2 | 98 | x | -3 | -0.1 | 0 | 5 | -6
COC(=O)C1CSC(C)(C)C(=O)N1 (stereo not given) | -0.5 | 1 | 2 | 101 | 6 | -1 | 0.0 | 8 | 0 | 0
NC(CSC1(c2cccc3ccccc23)c2ccccc2-c2ccccc21)C(=O)O (stereo not given) | 0.0 | 0 | 2 | 95 | -3 | -5 | 0.7 | -6 | -3 | -9
COc1ccc2cc3cc(C(=O)NC(C)C)oc3nc2c1 | -2.2 | -1 | 4 | 100 | -17 | -3 | -0.1 | 3 | 5 | -4
COc1cc([C@H]2[C@@H]3CCCC[C@]3(O)CCN2CC(=O)Nc2ccc(C)cc2C)ccc1O | -2.4 | 1 | 13 | 99 | 12 | -8 | -0.3 | 8 | 2 | -4
COCc1cc(=O)n2c(-c3ccc(C)cc3)n[nH]c2n1 | 1.1 | 0 | x | 99 | 6 | 0 | -0.3 | -5 | 5 | -2
CCC(C(=O)OC)n1cnc2c(nnn2-c2cccc(OC)c2)c1=O (stereo not given) | 0.6 | -1 | 13 | 102 | 9 | -2 | 0.0 | 0 | 6 | -20
CCCC(=O)NCc1cc(-c2nn(C)c(=O)c3ccccc23)ccc1OC | 0.8 | 0 | 1 | 96 | 0 | -1 | 0.1 | 9 | 0 | -6
Cc1cccn2c(=O)c3cc(S(=O)(=O)c4ccccc4)c(=N)n(Cc4ccc(F)cc4)c3nc12 | -0.5 | 1 | 1 | 97 | 4 | 44 | -0.5 | 7 | 6 | -3
COc1ccccc1C(=O)CSc1nccn1C | -0.6 | 3 | -9 | 95 | -8 | 1 | 0.0 | 22 | -6 | -3
O=C(O)C1(P(=O)(c2ccccc2)c2ccccc2)CCC1 | -0.1 | 3 | 3 | 97 | 20 | 0 | -0.1 | 2 | -3 | -1
Cn1cc[nH]c1=S | 2.1 | 2 | -1 | 103 | -4 | -2 | -0.2 | -4 | 3 | -4
CSc1ncccc1C(=O)OCC(=O)c1ccc[nH]1 | 0.2 | 2 | -5 | 101 | -2 | -8 | 0.1 | 11 | 7 | -5
CCC(=O)Nc1cc(OC)c(NC(=O)c2ccccc2)cc1OC | 2.5 | 2 | -3 | 123 | x | -4 | 0.0 | 12 | -2 | -4
Cc1ccc(S(=O)(=O)N2CCC(C(=O)OCC(=O)N(C)c3ccccc3)CC2)cc1C | -0.4 | 0 | -4 | 96 | 5 | -2 | 0.0 | 1 | 1 | x
O=C(NC1CCCC1)C(=O)N(Cc1cccnc1)C(C(=O)NC1CCCC1)c1ccco1 (stereo not given) | 0.1 | -3 | 0 | 99 | 1 | 0 | -0.2 | 4 | 1 | 5
C=C(Br)Cn1c(CC(C)C)nc2ccccc21 | 0.0 | 1 | -5 | 98 | x | 5 | 0.4 | 5 | 6 | x
O=C(CNC(=O)c1ccncc1)N/N=C/c1ccc(O)cc1O | -0.4 | 4 | 2 | 97 | 5 | 0 | -0.1 | 12 | 1 | -16
CCOc1ccc(-c2cn(-c3cccc(SC)c3)c(=O)[nH]2)cc1 | 0.9 | 9 | 3 | 105 | 3 | 1 | 0.3 | 0 | 3 | -2
O=c1c2nnn(-c3ccccc3)c2ncn1C/C=C/c1ccccc1 | -0.4 | -1 | x | 96 | x | -1 | -0.4 | -3 | 1 | -3
Cc1ccccc1NC(=O)COC(=O)c1ccc(S(=O)(=O)N2CCCC2)cc1 | -0.1 | 4 | -3 | 109 | 25 | -5 | -0.2 | -1 | 1 | -2
COc1cc2c(cc1OC)C(COc1ccccc1OC)N(C(C)=O)CC2 (stereo not given) | -0.8 | 1 | 0 | 96 | -10 | 5 | 0.0 | -4 | -2 | -20
COc1ccc(S(=O)(=O)N(C)C[C@H]2OCCCC[C@@H](C)Oc3ccc(N(C)C)cc3C(=O)N([C@H](C)CO)C[C@@H]2C)cc1 | 2.5 | 2 | 0 | 106 | -10 | -6 | -0.3 | -2 | -1 | -7
COc1ccccc1-c1ccc(Nc2cccc(C(C)=O)c2)nn1 | -0.5 | 2 | -6 | 99 | -8 | -2 | 0.1 | 10 | 0 | -7
Brc1ccc(C=Nc2ccc(Nc3ccccc3)cc2)s1 | 1.5 | -3 | -6 | 93 | -8 | 3 | -0.7 | -11 | -6 | x

HTR2A ag, entries above that show a hit
molecule,Glyco luc inh,PDI inh,ABCB6 inh MLPCN,Vif inh,Exocytosis inh,aDG glyco up,HTR2A ag,CaV13 FRET inh
CCN(CC(=O)Nc1ccc2c(c1)OCCO2)C(=O)CC(NC(C)=O)c1ccccc1 (stereo not given),0,11,102,-1,1,-0.1,18*,-7

(list continues)
SMILES | hiPSC survival | Glyco luc inh | PDI inh | ABCB6 inh MLPCN | Vif inh | Exocytosis inh | aDG glyco up | H9c2 protect | HTR2A ag | CaV13 FRET inh
Cc1nn(-c2ccccc2)c(C)c1C(=O)OCC(=O)Nc1ccccc1F | -0.2 | -5 | 0 | 92 | -3 | 40 | 0.2 | -6 | 5 | -2
CC1(NC(=O)C2CCN(C(=O)Nc3ccccc3)CC2)CCS(=O)(=O)C1 (stereo not given) | 1.5 | 0 | 24 | 100 | -5 | 0 | 0.2 | 8 | 4 | -6
COC(=O)c1c(NC(=O)c2nc3nc(C)cc(C(F)F)n3n2)sc2c1CCC2 | 1.1 | 1 | 8 | 94 | -2 | -1 | -0.3 | 16 | 0 | -9
Cc1ccc(NC(=O)Nc2nc(-c3ccc(C)s3)cs2)cc1 | -5.6 | -3 | -3 | 90 | -12 | 0 | 0.6 | -14 | 4 | -5
CC(=NCCc1ccccc1)C1=C(O)CCC1=O | 2.2 | -1 | -7 | 89 | 9 | -3 | 0.0 | 3 | 2 | -13
CCn1c(/C=C/c2ccc(O)c(O)c2)nc2ccccc2c1=O | -0.8 | -4 | 21 | 99 | 4 | -2 | 0.0 | 70* | -2 | -6
COc1cccc(-c2c(NC(=O)c3ccco3)n(-c3ccc(C)cc3)nc(C)c2=O)c1 | -0.7 | 0 | 1 | 98 | -1 | 0 | -0.3 | -2 | -2 | -5
CC(NC(=O)C12CC3CC(CC(C3)C1)C2)C(=O)N/N=C/C1=C(N2CCOCC2)C(=C\c2cccc([N+](=O)[O-])c2)/CC1 (stereo not given) | 0.0 | -2 | -6 | 96 | 0 | 0 | 0.6 | 8 | 1 | -4
CCOc1ccc(Oc2nc(NCC(C)C)nc(N(C)C)n2)nn1 | 3.0 | 3 | 4 | 99 | -13 | 0 | -0.4 | -7 | 5 | -2
Cc1cc(NC(=O)CS(=O)(=O)Cc2ccccc2)no1 | -0.9 | 1 | -2 | 106 | -6 | 3 | 0.6 | 2 | 0 | -5
CCOC(=O)COn1c(=O)c(-c2ccco2)[n+]([O-])c2ccccc21 | -0.7 | 2 | -7 | 96 | 18 | 1 | -0.2 | 4 | 2 | -5
O=C(NCCc1ccc(Cl)cc1)C1CCC(=O)N(C2CCCCCC2)C1 (stereo not given) | -0.3 | -2 | 2 | 100 | 16 | u | 0.8 | 2 | -4 | -2
COc1cc2c(cc1OC)C(c1ccc(O)cc1)NCC2 (stereo not given) | -0.2 | 1 | 7 | 101 | -4 | -13 | 0.0 | 2 | -2 | 5
COc1ccc(NC(=S)N2CCCC2)cc1 | -0.7 | 1 | 2 | 98 | 4 | 0 | -0.1 | -2 | 1 | -3
Cc1cc(=O)[nH]c(SCC(=O)Nc2ccccc2C)n1 | 4.6 | 1 | 1 | 83 | 2 | 0 | -0.2 | -2 | 0 | -4
COc1ccc(/C=C2/NC(=O)CNC2=O)cc1 | -0.6 | 1 | 7 | 92 | 15 | 1 | -0.1 | 9 | 6 | -4
S=c1[nH]nc(-c2cc(-c3ccccc3)n[nH]2)n1/N=C/c1cccc(Cl)c1 | -0.5 | 2 | -1 | 115 | -3 | 6 | -0.2 | -4 | 3 | -4
COC(=O)[C@]1(C)N[C@H](CN(C)C(=O)C2CCCCC2)[C@@H]2C(=O)N(Cc3ccccc3)C(=O)[C@@H]21 | 2.3 | -1 | 6 | 98 | -5 | -2 | 0.0 | 8 | -5 | -5
CCCCC(=O)N(C)c1c(C)nc2ccc(C(=O)Nc3cccc(OC)c3)cn12 | -2.7 | 3 | 11 | 88 | 3 | -1 | -0.2 | 33 | 0 | -6
